14-3-3g Raf = modulators of human 14-3-3 gamma - Raf peptide interaction | P61981 | FP, 14-3-3gamma / TMR-pS259-Raf peptide binding | inhibition, % at 40 µM | actives 0.19% (n = 160,000); in the data active means inhibition above about 30%;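 further: 0% = protein plus tracer without compound and 100% = blank with tracer alone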
Target sequence (P61981 whole entry, looked up): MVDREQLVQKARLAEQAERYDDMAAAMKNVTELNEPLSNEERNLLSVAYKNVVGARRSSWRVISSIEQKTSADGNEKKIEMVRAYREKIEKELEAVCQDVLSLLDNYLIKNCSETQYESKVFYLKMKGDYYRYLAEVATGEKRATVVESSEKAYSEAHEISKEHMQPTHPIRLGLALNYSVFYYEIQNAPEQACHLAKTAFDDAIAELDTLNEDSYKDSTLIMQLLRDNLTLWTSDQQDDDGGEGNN
An asterisk follows results filed as active; & = joins results of further samples. Not all compounds are listed; the hit share may differ from the screen's.

Preview (2 entries):
SMILES | 14-3-3g Raf
Cc1sc(NC(=O)c2ccco2)c(CN2CCN(c3ccccn3)CC2)c1C | 3
O=C(C1CCN(S(=O)(=O)c2ccc(Cl)cc2)CC1)N1CCN(c2ccccc2F)CC1 | 4

All compounds of this part (from the top)
SMILES | 14-3-3g Raf
Cc1sc(NC(=O)c2ccco2)c(CN2CCN(c3ccccn3)CC2)c1C | 3
O=C(C1CCN(S(=O)(=O)c2ccc(Cl)cc2)CC1)N1CCN(c2ccccc2F)CC1 | 4
CC(=O)NCC(=O)NC(C(=O)Nc1ccc2c(c1)OCO2)c1ccccc1 (centres undefined) | 2
CCOc1ccccc1C1N=C(c2ccc3c(c2)OCO3)CC(c2ccccc2O)N1 (centres undefined) | 4
Cc1ccc2oc(-c3cc(NC(=O)Cc4ccccc4)ccc3Cl)nc2c1 | 1
COc1ccc(C2C=C(c3ccc(C)c(C)c3)Nc3ncnn32)c(OC)c1OC (centres undefined) | -5
COc1cc(C(=O)Nc2cc(Cl)ccc2C)c(-n2cnnn2)cc1OC | -3
CCCN(CCC)C(=O)Cn1ccc(=N)c2ccccc21 | -2
Cc1c(C(=O)NCc2ccc3c(c2)OCO3)oc2ccccc12 | 1
C=CCN(CC(O)CN1c2ccccc2Sc2ccccc21)c1ccccc1 (centres undefined) | 0
CCCNC(=O)c1cccc(Cn2nc(C)c(Br)c2C)c1 | -2
CCSc1nnc(NC(=O)c2cc(C)on2)s1 | 1

7 of the compounds above, as tab-separated lines:
molecule	14-3-3g Raf
Cc1c(C(=O)NCc2ccc3c(c2)OCO3)oc2ccccc12	1
COc1cc(C(=O)Nc2cc(Cl)ccc2C)c(-n2cnnn2)cc1OC	-3
O=C(C1CCN(S(=O)(=O)c2ccc(Cl)cc2)CC1)N1CCN(c2ccccc2F)CC1	4
COc1ccc(C2C=C(c3ccc(C)c(C)c3)Nc3ncnn32)c(OC)c1OC (centres undefined)	-5
CCOc1ccccc1C1N=C(c2ccc3c(c2)OCO3)CC(c2ccccc2O)N1 (centres undefined)	4
CC(=O)NCC(=O)NC(C(=O)Nc1ccc2c(c1)OCO2)c1ccccc1 (centres undefined)	2
CCCNC(=O)c1cccc(Cn2nc(C)c(Br)c2C)c1	-2

More records
SMILES | 14-3-3g Raf
COc1ccc(C(=O)Nc2ccc(-c3nc4cc(C)ccc4o3)cc2)cc1 | -48
NC(=O)CN1CCCN(S(=O)(=O)c2ccc(Br)cc2)CC1 | -10
O=C(O)C1CCCN(S(=O)(=O)c2cccc3cccnc23)C1 (centres undefined) | -3
Cc1ccc(NC(=O)CSc2nnc(-c3ccco3)c(-c3ccco3)n2)cc1 | -15
Cc1cc(=O)oc2c(C)c(O)ccc12 | -6
O=C(CN1CCN(Cc2ccccc2F)C1=O)NCCN1CCOCC1 | 5&-9
Cc1cc(N2C(=O)c3ccc(-c4nc5ccccc5c(=O)o4)cc3C2=O)ccc1Br | -8
CN(C)CCC(=O)c1ccc2c(c1)OCO2 | -6
Cn1cnc2c1c(=O)n(Cc1c(Cl)cccc1Cl)c(=O)n2C | 4
O=C(CCSc1nc(-c2ccco2)cc(C(F)(F)F)n1)NCc1ccccn1 | -13
CCOC(=O)Cc1csc(NC(=O)COc2ccccc2)n1 | -6
Cc1cc(S(=O)(=O)NC2CCCCC2)c(C)s1 | -5
C=CCN(c1ccccc1)S(=O)(=O)c1ccc(F)c(C(=O)Nc2ccc(Br)cc2)c1 | -13
CC(C)NC(=O)c1cc(-c2ccc3c(c2)OCO3)on1 | -5
CS(=O)(=O)N(CC(=O)NCc1ccc2c(c1)OCO2)c1ccc(Cl)cc1 | -5
COC(=O)c1cc(NC(=O)C23CCC(C)(C(=O)O2)C3(C)C)cc(C(=O)OC)c1 (centres undefined) | 0
Cc1ccc(-n2nc3c(c2NC(=O)c2ccc(Br)cc2)CS(=O)C3)cc1 (centres undefined) | -3
COc1ccc(CNc2nc(SCC(=O)N3CCC(C)CC3)nc3ccccc23)cc1 | -5
O=C(OCC(=O)N(C1CCCCC1)C1CCCCC1)c1ccncc1 | -2
O=C1NC(c2ccc(Cl)cc2)C(C(=O)c2cccs2)C(O)(C(F)(F)F)N1 (centres undefined) | -4
CCN(CC)S(=O)(=O)c1ccc2c(c1)OCCO2 | 4
CC(=O)NCCOc1c(C)cc(S(=O)(=O)N2CCOCC2)cc1C | -1
CCSCCOC(=O)C1=C(C)NC2=C(C(=O)CCC2)C1c1ccc(OC)c(OC)c1 (centres undefined) | -1
COC(=O)C(C)C1Sc2ccccc2N(Cc2cc(C)ccc2C)C1=O (centres undefined) | 9
COc1ccc(NC(=O)c2sc3nc(C)nc(N4CCCCC4C)c3c2C)c(OC)c1 (centres undefined) | -5
O=C(CSc1nc2ccccc2s1)N1CCc2ccccc2C1 | -2
CC(C)(C)C1CCC(=O)C(C2(O)C(=O)Nc3ccc(Br)cc32)C1 (centres undefined) | 5
O=C(Nc1c(-c2ccccc2)nc2ccccn12)c1ccc(Br)cc1 | -3
O=C(Nc1nc2ccccc2s1)c1ccc(Cl)cc1[N+](=O)[O-] | -6
COC(=O)c1ccc(NC(=O)c2cc3c(CO)cnc(C)c3oc2=Nc2ccc(C)c(C)c2)cc1 | -7
CCCc1[nH]nc2c1C(c1ccc(OCCN3CCOCC3)c(OC)c1)C(C#N)=C(N)O2 (centres undefined) | 3
COc1ccc(CNS(=O)(=O)c2ccc(OC)cc2)cc1 | -12&3
O=C(NCc1ccc(Cl)cc1)c1cc(-c2ccc3c(c2)OCO3)on1 | 5
COc1ccc(C(=O)NCc2ccccn2)cc1OC | -9
CC1CCCCN1S(=O)(=O)c1ccc2[nH]c(=O)cc(C(=O)NCCCN3CCCC3)c2c1 (centres undefined) | 3
CCOC(=O)c1cccc(NC(=O)C(C)Oc2ccc(Cl)cc2C)c1 (centres undefined) | -3

5 of the entries above in order of their number in 14-3-3g Raf, rising:
SMILES | 14-3-3g Raf
COC(=O)c1ccc(NC(=O)c2cc3c(CO)cnc(C)c3oc2=Nc2ccc(C)c(C)c2)cc1 | -7
COc1ccc(NC(=O)c2sc3nc(C)nc(N4CCCCC4C)c3c2C)c(OC)c1 (centres undefined) | -5
CCOC(=O)c1cccc(NC(=O)C(C)Oc2ccc(Cl)cc2C)c1 (centres undefined) | -3
CC1CCCCN1S(=O)(=O)c1ccc2[nH]c(=O)cc(C(=O)NCCCN3CCCC3)c2c1 (centres undefined) | 3
CC(C)(C)C1CCC(=O)C(C2(O)C(=O)Nc3ccc(Br)cc32)C1 (centres undefined) | 5

Remaining list, next part:
SMILES | 14-3-3g Raf
COc1cc(OC)cc(C(=O)N2CCN=C2SCc2ccc(Br)cc2)c1 | 3
O=C(c1ccc(-n2c(=S)[nH]c3ccccc3c2=O)cc1)N1CCN(c2cccc(Cl)c2)CC1 | -2
Cc1nn(CC(=O)Nc2ccc(S(N)(=O)=O)cc2)c(=O)c2ccccc12 | -4
CN(C)c1no[n+]([O-])c1-c1ccccc1 | -7
O=C(c1ccc2c(=O)n(CCC3=CCCCC3)c(=S)[nH]c2c1)N1CCC(O)(c2cccc(C(F)(F)F)c2)CC1 | -1
CCOC(=O)C1=C(C)Nc2ncnn2C1c1ccc(OC)c(OC)c1 (centres undefined) | 8
O=C(Nc1nc2ccc(Br)cc2s1)c1cccs1 | 5
COc1cccc(N2C(=O)c3ccncc3C2=O)c1 | 2
COc1ccc(CCNC(=O)Cn2cnc3c(nnn3Cc3ccc(C)cc3)c2=O)cc1OC | -3
Cc1ccc(C(=O)Nc2c3c(nn2-c2cc(C)cc(C)c2)CSC3)cc1 | 0
Nc1nc(NC(=O)CCCC(=O)O)nn1-c1ccccc1 | -4&-17
CCOC(=O)c1cnc2c(C)c(Cl)ccc2c1NCCc1ccc(OC)c(OC)c1 | -3
COc1ccc(-c2cc(C(F)(F)F)n3ncc(C(=O)NCc4ccccc4)c3n2)cc1OC | -4
CCOC(=O)c1ccc(N=c2sc(C(=O)OC)cc(=O)n2CCCN2CCOCC2)cc1 | -1
CCSc1nc2sc3c(c2c(=O)n1CC)CCc1ccccc1-3 | -20
O=S(=O)(c1cccc2nonc12)N1CCCC1 | 0
COc1ccc(C=Nc2cc(C)ccc2C)cc1OC | -4
O=C(c1ccc(Cn2cc([N+](=O)[O-])cn2)cc1)N1CCSCC1 | -10
O=[N+]([O-])c1ccccc1-c1ccc(C=Cc2ccc3ccccc3n2)o1 | -68
COC(=O)c1c(C)oc2ccc(NS(=O)(=O)c3cc(OC)ccc3OC)cc12 | -10
CC(=O)OC1CCC2(C)C(CCC3C2CCC2(C)C3CC(O)C2(O)C(C)=O)C1 (centres undefined) | -6
CCOC(=O)c1cc2c(=O)n3ccccc3nc2n(CC)c1=N | -27
Cc1ccc(-c2nc(CS(=O)(=O)CC(=O)N3CCCCCC3)c(C)o2)cc1 | 1
CCN(c1ccccc1)S(=O)(=O)c1ccc2c(c1)oc(=O)n2C | -2
COc1cc2[nH]c(=S)n(C3CCCc4ccccc43)c(=O)c2cc1OC (centres undefined) | -23
O=C(NCCc1ccc(Cl)cc1)C1CCCN(S(=O)(=O)c2cccs2)C1 (centres undefined) | -12
O=S(=O)(NCc1ccco1)c1cccc2cccnc12 | 0
CCC1=Nc2cc(C(=O)NCc3ccccc3OC)ccc2Sc2ccc(Cl)cc21 | -21
CCn1cc(C(=O)OCC(=O)Nc2c(C)n(C)n(-c3ccccc3)c2=O)c(=O)c2ccc(C)nc21 | -4
CCCOc1ccc(N2C(=O)C3C4C=CC(C)(O4)C3C2=O)cc1 (centres undefined) | -13
COc1ccc(C2C(C(=O)OC3CCCCC3)=C(C)NC3=C2C(=O)CC(c2ccccc2)C3)cc1OC (centres undefined) | -7
Cc1conc1NC(c1cccs1)c1ccc2cccnc2c1O (centres undefined) | -1
COc1cc(C2c3sc(=O)[nH]c3SC3C4CC(C5C(=O)N(c6cccc(C(F)(F)F)c6)C(=O)C45)C23)ccc1O (centres undefined) | 7
O=c1oc2ccc(Cl)cc2cc1-c1nnc(-c2ccccc2)o1 | 7
COCCNC(=O)c1ccccc1-c1nc(-c2ccccc2OC)no1 | -9
Fc1ccccc1N1CCN(c2ncnc3[nH]ncc23)CC1 | 5
COc1cc(C2CC(=O)Nc3c2ccc2ccccc32)cc(OC)c1OC(C)=O (centres undefined) | -5
COc1ccc(OCC(=O)NC2CC(C)(C)NC(C)(C)C2)cc1 | -17&2
N#Cc1c(Oc2ccccc2)cc(Oc2ccccc2)cc1S(=O)Cc1ccccc1 (centres undefined) | -8
CCn1cc(C(=O)N2CCCC2)c(=O)c2cc(S(=O)(=O)N3CCc4ccccc4C3)ccc21 | 1
Cn1cnc2c1c(=O)n(Cc1ccccc1F)c(=O)n2C | 3
Cc1ccc(N2C(=O)C(C)SC23C(=O)Nc2ccccc23)cc1 (centres undefined) | -4
O=C(Nc1cccc([N+](=O)[O-])c1)c1ccc(S(=O)(=O)N2CCOCC2)cc1 | -1
CC(C)N1CCC(N2CCN(c3ccccc3)CC2)CC1 | 1
O=C1c2ccccc2C(O)N1Cc1ccccc1Cl (centres undefined) | 6
N#Cc1ccccc1NC(=O)c1cccs1 | 7
CCNc1cc(C)c(C)cc1-n1cnc(-c2ccc([N+](=O)[O-])cc2)c1 | -2
CCOC(=O)c1cc(-c2ccccc2)sc1NC(=O)CSc1nnnn1C | -21
COc1cc(C2C3=C(CCCC3=O)Nc3ccc4ncccc4c32)ccc1OCc1ccccc1 (centres undefined) | -20
O=C(CSCc1n[nH]c(=O)[nH]1)NCCOc1cccc(Oc2ccccc2)c1 | 0
COc1cccc(C2C=C(c3ccc(F)cc3)Nc3ncnn32)c1OC(F)F (centres undefined) | 0
CC(Oc1ccc(C(=O)NC2CCCCC2)cc1)C(=O)O (centres undefined) | 0
CC(C)(C)c1ccc(C(O)CCCN2CCC(C(O)(c3ccccc3)c3ccccc3)CC2)cc1 (centres undefined) | 1&0
Cc1ccc(S(=O)(=O)N=C(Nc2ccc(S(N)(=O)=O)cc2)c2ccccc2)cc1 | -10
CC(=O)N1CCc2cc(Br)cc(S(=O)(=O)Nc3ccc(C(C)C)cc3)c21 | -9
CC(=O)c1cc2c(cc1NC(=O)CCC(=O)OC1CCC(C)C(C)C1)OCO2 (centres undefined) | -4
O=S(=O)(NCc1ccco1)c1cccs1 | -16
CCC1(CC)OC2c3cc([N+](=O)[O-])ccc3OCN2c2ccccc21 (centres undefined) | -8
Cc1cc(C(=O)Nc2ncc([N+](=O)[O-])s2)ccc1[N+](=O)[O-] | -20
Cc1ccc(NC(=O)c2ccccc2F)cc1 | -15
Next part
SMILES | 14-3-3g Raf
Cc1ccc(C2C(=O)N(C3CCCCCC3)CC(=O)N2Cc2ccc3c(c2)OCO3)cc1 (centres undefined) | 12
COc1ccc2nc(N3CCCC3)[nH]c2c1 | -4
CCOc1ccccc1NS(=O)(=O)c1cccnc1 | -5
Cc1cc2nnc(SC(C)C#N)n2c2ccccc12 (centres undefined) | 3
COc1ccc(-n2c(SC)nc3sc4c(c3c2=O)CC(C(C)C)OC4)cc1 (centres undefined) | -4
CC(=O)N1c2c(cc(Br)cc2S(=O)(=O)N2CCN(c3ccc(F)cc3)CC2)CC1C (centres undefined) | -11
CCOC(=O)N1CCC(N(CCOC)C(=O)Nc2ccc(Cl)c(Cl)c2)CC1 | -8
CCn1c(NC(=O)c2cccs2)c(-c2cccs2)c(=O)c2ccccc21 | -12
CCOC(=O)c1ccc(-c2ccc(C=Cc3[nH]c(=O)[nH]c(=O)c3[N+](=O)[O-])o2)cc1 | -69
CSc1oc(-c2cccs2)nc1S(=O)(=O)c1ccccc1 | -52
O=C(CN(Cc1ccccc1)S(=O)(=O)c1ccc(Br)cc1)NCc1ccccc1 | -8
COc1ccc(N2CCN(c3nc(=S)n(-c4ccccc4)c(C)c3C(C)=O)CC2)cc1 | -55
CCOC(=O)c1cccc(NC(=O)CSc2nnc(COc3ccccc3)n2CC)c1 | -34
Cc1cc2c(c(C)c1Cl)CN(CCc1ccc(F)cc1)CO2 | 0
CC1CN(Cc2nc3c(c(=O)[nH]c(=O)n3C)n2CCCc2ccccc2)CC(C)O1 (centres undefined) | -5
O=C1CC2CS(=O)(=O)CC2N1c1cccc(Cl)c1 (centres undefined) | 2
CCc1nc(-c2ccccc2)cc2cc(OC)c(OC)cc12 | 6
CC(CO)C1CCC2C3CC(O)C45CC4CCC5(C)C3CCC12C (centres undefined) | -7
COc1ccc(CCNC(=O)C(=O)NCc2ccco2)cc1 | 3
